Compound activity (PubChem)
LMPTP inh = LMPTP phosphatase inhibitors, primary screen, biochemical, fluorescence intensity, uHTS; 0.22% of 360,000 active; inhibition, % at 20 µM; AID 651560, 2012; recombinant LMPTP-A, OMFP fluorogenic substrate;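 active = compounds that cut the enzyme signal by at least half of the control window in the single-dose screen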;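 also: plate controls were DMSO wells with enzyme plus substrate for no effect and substrate without enzyme for full effect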
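Test system – LMPTP-A enzyme · Amount – LMPTP-A at 0.625 nM final in the reaction · Buffer or medium – Bis-Tris pH 6.0, DTT, detergent · Reagent – OMFP 400 µM · Doses – single 20 µM dose · Schedule – reaction 50 min, room temperature, dark · Detection – fluorescence intensity of OMFP turnover product · Evaluation – percent inhibition versus substrate-only and uninhibited controls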
eLon inh = inhibitors of E. coli Lon protease, primary screen, biochemical, fluorescence polarization; P0A9M0; purified E. coli Lon protease; inhibition, % at 7.94 µM; 0.42% of 360,000 active; in the data active = inhibition above about 13%, passing the limit was not always enough;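 also: 0% = enzyme with probe and DMSO and 100% = no enzyme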
CendR NRP1 mod = modulators of CendR peptide binding to NRP-1, primary screen, biochemical, fluorescence polarization, uHTS; Neuropilin-1 (Homo sapiens), O14786; FAM-RPARPAR peptide binding to NRP-1; inhibition, % at 25 µM; 0.85% of 360,000 active; AID 602438, 2012;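 active = inhibition or corrected inhibition above about 18%, plus a signal ratio from 0.5 to 1.5, limit read from the data, passing the limit was not always enough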; also: strong numbers were not always called active
Target sequence (O14786 whole entry, looked up): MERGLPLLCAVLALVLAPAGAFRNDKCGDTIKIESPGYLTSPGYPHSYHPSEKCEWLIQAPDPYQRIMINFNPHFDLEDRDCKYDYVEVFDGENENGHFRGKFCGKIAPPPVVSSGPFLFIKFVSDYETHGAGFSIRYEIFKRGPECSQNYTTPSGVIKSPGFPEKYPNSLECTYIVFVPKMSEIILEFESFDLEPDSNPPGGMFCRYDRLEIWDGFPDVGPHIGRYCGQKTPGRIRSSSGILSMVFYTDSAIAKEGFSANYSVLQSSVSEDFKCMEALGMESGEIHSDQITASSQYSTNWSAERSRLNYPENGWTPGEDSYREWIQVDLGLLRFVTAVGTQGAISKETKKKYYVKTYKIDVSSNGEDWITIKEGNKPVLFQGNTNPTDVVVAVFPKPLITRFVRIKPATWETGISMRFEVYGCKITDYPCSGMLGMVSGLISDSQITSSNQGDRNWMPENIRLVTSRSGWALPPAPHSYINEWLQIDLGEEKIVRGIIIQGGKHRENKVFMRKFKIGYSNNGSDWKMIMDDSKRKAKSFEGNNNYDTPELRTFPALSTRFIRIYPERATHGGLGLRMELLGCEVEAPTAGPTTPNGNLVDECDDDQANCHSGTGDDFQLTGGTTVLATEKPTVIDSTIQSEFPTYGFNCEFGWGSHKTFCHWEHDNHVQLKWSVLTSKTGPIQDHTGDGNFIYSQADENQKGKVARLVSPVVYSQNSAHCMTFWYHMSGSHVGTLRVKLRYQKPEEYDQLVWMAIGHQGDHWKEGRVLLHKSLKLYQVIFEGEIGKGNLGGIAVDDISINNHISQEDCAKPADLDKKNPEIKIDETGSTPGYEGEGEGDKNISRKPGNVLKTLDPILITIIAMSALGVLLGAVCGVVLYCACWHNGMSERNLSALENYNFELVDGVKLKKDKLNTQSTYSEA
STEP inh = STEP phosphatase inhibitors, primary screen, biochemical, fluorescence intensity, uHTS; recombinant STEP, OMFP fluorogenic substrate; inhibition, % at 20 µM; 0.25% of 360,000 active; AID 588621, 2011;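 active = inhibition at 20 µM, scaled per plate between control wells, above about 37%, limit read from the data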;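 also: 0% = DMSO with enzyme and substrate and 100% = substrate only without enzyme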
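System: isolated STEP enzyme; schedule: 20 min enzyme reaction at room temperature, protected from light; medium: Bis-Tris buffer pH 6.0, 2.5 mM DTT, 0.005% Tween 20; signal: fluorescence, 480/540 nm; dosing: single compound dose of 20 µM, 1% DMSO final; also added: OMFP substrate, 25 µM final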
Scp1 inh = Scp-1 phosphatase inhibitors, primary screen, biochemical, colorimetric, uHTS. Recombinant Scp1, phosphopeptide, malachite green phosphate absorbance. AID 493091, 2011. inhibition, % at 20 µM. 0.88% of 340,000 active;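 active = inhibition above about 50% at 20 µM, limit read from the data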;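 also: plate controls were DMSO wells with enzyme for no effect and wells lacking enzyme for full effect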
Target sequence (Q9GZU7 76-261 limits assumed): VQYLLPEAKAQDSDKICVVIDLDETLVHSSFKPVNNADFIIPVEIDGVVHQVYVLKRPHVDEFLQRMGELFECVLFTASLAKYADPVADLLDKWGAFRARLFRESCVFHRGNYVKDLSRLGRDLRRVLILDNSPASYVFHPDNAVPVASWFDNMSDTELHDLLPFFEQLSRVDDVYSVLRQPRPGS
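Material – SCP-1 phosphatase catalytic domain, residues 76-261 · Buffer or medium – Acidic Tris acetate buffer with magnesium and detergent · Also added – Phospho 17-mer peptide substrate · Compound – single 20 µM dose, 1% DMSO · Times – 45 min room-temperature reaction, 5 min colour, 30 min stabiliser · Technique – Phosphate-binding colour reagent, absorbance read at 630 nm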
bovine MsrA act = bovine MsrA enzyme activators, primary screen, biochemical, absorbance, HTS. 0.3% of 360,000 active. purified bovine MsrA, absorbance read-out. activation, % at 10.6 µM; in the data active = activation above about 7.5%;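 also: 0% = vehicle and 100% = reference activator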
Tb MetRS inh = T. brucei MetRS inhibitors, primary screen, biochemical, luminescence; methionyl-tRNA synthetase (Trypanosoma brucei brucei); purified T. brucei MetRS, ATP depletion, Kinase-Glo luminescence; inhibition, % at 11.9 µM; 0.4% of 360,000 active;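 active = inhibition above a per-plate cutoff of the control wells' mean inhibition plus 3 SD, cut at about 5.5% in these data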;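 also: 0% = DMSO wells median and 100% = median of wells with control inhibitor compound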
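Material: T. brucei methionyl-tRNA synthetase, purified; reagent: substrates ATP, L-methionine and bulk Escherichia coli tRNA; dosing: 11.9 µM single point; timing: 15 min plus 2 h at 25 °C; detection: luminescence of leftover ATP; evaluation: % inhibition; control set: DMSO-only wells as low control; replicates: singlicate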
DNMT1 inh = human DNMT1 methyltransferase inhibitors, primary screen, biochemical, molecular beacon, fluorescence, HinP1I cleavage, uHTS. inhibition (reported as % activation of signal), % at 10 µM. DNA (cytosine-5)-methyltransferase 1 (Homo sapiens), P26358. 0.83% of 360,000 active. AID 588458, 2011; in the data active = inhibition above about 50%
MsrA inhibitor = bovine MsrA enzyme inhibitors, primary screen, biochemical, absorbance, HTS | 0.75% of 360,000 active | inhibition, % at 15.5 µM | purified bovine MsrA, absorbance read-out; in the data active = inhibition above about 4.5%;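 also: 0% = vehicle wells with enzyme and 100% = reference inhibitor wells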
SUMO1-SIM PPI = modulators of SUMO1 protein-protein interactions, primary screen, biochemical, uHTS. inhibition, % at 20 µM. 0.33% of 360,000 active. Small ubiquitin-related modifier 1 (Homo sapiens), P63165. SUMO1 binding to a labelled peptide, TR-FRET, 1 h; in the data active = inhibition above about 37%
The depositor's hits bear a star.

CC1CC2c3cccc(C(=O)O)c3C(=O)N2c2ccc(Cl)cc21 (stereo not drawn) was read as LMPTP inh -1.3, eLon inh 7, CendR NRP1 mod 4, STEP inh 5, Scp1 inh -4, bovine MsrA act -1, Tb MetRS inh -0.5, DNMT1 inh -4, MsrA inhibitor 0.4 and SUMO1-SIM PPI 1.
CN(Cc1ccccc1)CC(O)COc1ccc(CNCCOc2cccnc2)cc1 (stereo not drawn) was read as LMPTP inh 1.1, eLon inh -3, CendR NRP1 mod -6, STEP inh 0, Scp1 inh -9, bovine MsrA act 0, Tb MetRS inh -0.2, DNMT1 inh 0, MsrA inhibitor -0.2 and SUMO1-SIM PPI 2.
CCc1ccc(C(O)c2ncc(-c3cccc(F)c3)[nH]2)cc1 (stereo not drawn) was read as LMPTP inh 2.1, eLon inh -3, CendR NRP1 mod 1, STEP inh 0, bovine MsrA act -3, Tb MetRS inh -0.9, DNMT1 inh -2, MsrA inhibitor 0.2 and SUMO1-SIM PPI 2.
Screening CC1(C)CN(c2ccsc2C(=O)O)C1=O returned LMPTP inh 5.5, eLon inh -5, CendR NRP1 mod 14, STEP inh 0, Scp1 inh -3, bovine MsrA act -12, Tb MetRS inh -2.0, DNMT1 inh 6, MsrA inhibitor 0.9 and SUMO1-SIM PPI -2.
Screening CCN(CC)C(=O)C1CCCN(c2ccc([N+](=O)[O-])cc2/C=N/NC(=O)c2cccc([N+](=O)[O-])c2)C1 (stereo not drawn) returned LMPTP inh 2.7, eLon inh -6, CendR NRP1 mod 4, STEP inh 4, Scp1 inh -2, bovine MsrA act -1, Tb MetRS inh -0.5, DNMT1 inh 14, MsrA inhibitor -0.5 and SUMO1-SIM PPI -13.
For CCC1(O)CCCC2C3CCC4CC(=O)CCC4(C)C3C(=O)CC21C (stereo not drawn) the results were LMPTP inh 0.1, eLon inh -12, CendR NRP1 mod 11, STEP inh -2, Scp1 inh -10, bovine MsrA act -4, Tb MetRS inh 0.5, DNMT1 inh 0, MsrA inhibitor 0.2 and SUMO1-SIM PPI 0.
`COCCN(CCOC)CC(O)COC(c1ccccc1)c1ccccc1` (stereo not drawn) gave LMPTP inh -0.5, eLon inh -5, CendR NRP1 mod -4, STEP inh 1, Scp1 inh -5, bovine MsrA act -2, Tb MetRS inh -0.1, DNMT1 inh -5 and SUMO1-SIM PPI 1.
`O=C(COc1ccc(S(=O)(=O)N2CCCC2)cc1Cl)NC1CC1` gave LMPTP inh -1.2, eLon inh -10, CendR NRP1 mod -6, STEP inh -5, Scp1 inh -5, bovine MsrA act -3, Tb MetRS inh 0.3, DNMT1 inh 2, MsrA inhibitor 1.5 and SUMO1-SIM PPI 0.
`O=C(CNC(=S)N(Cc1ccccc1Cl)C1CCCC1)NCCN1CCOCC1` gave LMPTP inh -0.5, eLon inh 3, CendR NRP1 mod -3, STEP inh 0, Scp1 inh -5, bovine MsrA act -1, Tb MetRS inh -0.5, DNMT1 inh 0, MsrA inhibitor 0.1 and SUMO1-SIM PPI 4.
For COCCCn1c(SCC(=O)N2CC(=O)Nc3ccccc32)nnc1-c1ccoc1C the results were LMPTP inh -1.4, eLon inh -1, CendR NRP1 mod 3, STEP inh -5, Scp1 inh -10, bovine MsrA act -4, Tb MetRS inh 0.4, DNMT1 inh 2, MsrA inhibitor 0.7 and SUMO1-SIM PPI 5.
COc1cc(NC(=O)c2ccccc2)c(OC)cc1NC(=O)CN1CCOCC1 was read as LMPTP inh -0.6, eLon inh 4, CendR NRP1 mod -2, STEP inh 0, Scp1 inh 0, bovine MsrA act -1, Tb MetRS inh 0.4, DNMT1 inh 1, MsrA inhibitor -0.3 and SUMO1-SIM PPI 5.
Screening COCc1cccc(-c2csc(C(O)c3ccc(F)c(OC)c3)n2)c1 (stereo not drawn) returned LMPTP inh -0.9, eLon inh 2, CendR NRP1 mod -1, STEP inh -2, bovine MsrA act 0, Tb MetRS inh 0.5, DNMT1 inh -4, MsrA inhibitor 2.7 and SUMO1-SIM PPI 0.
CCOC(=O)c1c(CN2CCNCC2)nc2ccc(Cl)cc2c1-c1ccccc1 was read as LMPTP inh -1.0, eLon inh -1, CendR NRP1 mod 1, STEP inh -4, Scp1 inh -8, bovine MsrA act 0, Tb MetRS inh 0.0, DNMT1 inh -6, MsrA inhibitor -1.0 and SUMO1-SIM PPI -21.
Screening O=C(Cc1ccc(NC(=O)C2CCN(C(=O)C3CC3)CC2)cc1)Nc1cccc(C(=O)N2CCCC2)c1 returned LMPTP inh -2.1, eLon inh -10, CendR NRP1 mod 0, STEP inh -1, Scp1 inh -8, bovine MsrA act -3, Tb MetRS inh -1.4, DNMT1 inh 3, MsrA inhibitor 2.4 and SUMO1-SIM PPI -3.
Screening C[C@H](NC(=O)c1nc[nH]c1C(=O)N1CCc2ccccc2C1)C(=O)OC(C)(C)C returned LMPTP inh 1.3, eLon inh 5, CendR NRP1 mod 7, STEP inh -1, Scp1 inh 7, bovine MsrA act 0, Tb MetRS inh -0.2, DNMT1 inh -1, MsrA inhibitor -1.2 and SUMO1-SIM PPI -3.
Cc1cc(=O)n2nc(N3CCC(C(=O)NC4CCCc5ccccc54)CC3)sc2n1 (stereo not drawn) was read as LMPTP inh 0.7, eLon inh -9, CendR NRP1 mod 6, STEP inh -1, Scp1 inh 7, bovine MsrA act -2, Tb MetRS inh -0.9, DNMT1 inh 0, MsrA inhibitor 0.2 and SUMO1-SIM PPI -1.
Screening CN1CCC2CC1c1cc(-c3ccc(C(F)(F)F)cc3)ccc12 (stereo not drawn) returned LMPTP inh -1.4, eLon inh -10, CendR NRP1 mod -3, STEP inh 3, Scp1 inh 0, bovine MsrA act -3, Tb MetRS inh -0.1, DNMT1 inh -1, MsrA inhibitor -0.3 and SUMO1-SIM PPI 5.
Screening O=c1c2c3c(sc2nc2n1CCCC2)CCCCC3 returned LMPTP inh 2.9, eLon inh -8, CendR NRP1 mod 3, STEP inh -1, Scp1 inh -5, bovine MsrA act -1, Tb MetRS inh 0.4, DNMT1 inh -1, MsrA inhibitor 1.2 and SUMO1-SIM PPI -2.
COc1cc(CNCCc2ccc(S(N)(=O)=O)cc2)ccc1OCC(=O)NC1CCCCC1 was read as LMPTP inh -1.5, eLon inh -8, CendR NRP1 mod 18, STEP inh 2, Scp1 inh -4, bovine MsrA act -5, Tb MetRS inh -0.6, DNMT1 inh 5, MsrA inhibitor 1.0 and SUMO1-SIM PPI 1.
CCOc1ccccc1NC(=O)CCCNC(=O)Cn1cnc2sc(C)c(C)c2c1=O was read as LMPTP inh -0.4, eLon inh 3, CendR NRP1 mod 0, STEP inh 1, Scp1 inh -3, bovine MsrA act -2, Tb MetRS inh -0.9, DNMT1 inh 1, MsrA inhibitor 0.3 and SUMO1-SIM PPI 0.

Next part; the last two above are carried over.
COc1cc(CNCCc2ccc(S(N)(=O)=O)cc2)ccc1OCC(=O)NC1CCCCC1 was read as LMPTP inh -1.5, eLon inh -8, CendR NRP1 mod 18, STEP inh 2, Scp1 inh -4, bovine MsrA act -5, Tb MetRS inh -0.6, DNMT1 inh 5, MsrA inhibitor 1.0 and SUMO1-SIM PPI 1.
CCOc1ccccc1NC(=O)CCCNC(=O)Cn1cnc2sc(C)c(C)c2c1=O was read as LMPTP inh -0.4, eLon inh 3, CendR NRP1 mod 0, STEP inh 1, Scp1 inh -3, bovine MsrA act -2, Tb MetRS inh -0.9, DNMT1 inh 1, MsrA inhibitor 0.3 and SUMO1-SIM PPI 0.
Screening CCc1ccc(-n2c(O)cnc2Nc2nc(C)cc(C)n2)cc1 returned LMPTP inh -1.3, eLon inh -2, CendR NRP1 mod 1, STEP inh 2, Scp1 inh -3, bovine MsrA act -8, Tb MetRS inh -0.6, DNMT1 inh 2, MsrA inhibitor 9.5* and SUMO1-SIM PPI 9.
Screening COc1ccccc1CNC(=O)CCC(=O)N1CCOc2ccc(Cl)cc21 returned LMPTP inh -0.4, eLon inh 9, CendR NRP1 mod -6, STEP inh -5, Scp1 inh -12, bovine MsrA act -2, Tb MetRS inh -0.3, DNMT1 inh -3, MsrA inhibitor -0.1 and SUMO1-SIM PPI 0.
For Cc1cc2cc3c(cc2nc1SCC(=O)Nc1c(C)cccc1C)CCC3 the results were LMPTP inh -3.9, eLon inh 1, CendR NRP1 mod -6, STEP inh 0, Scp1 inh 2, bovine MsrA act 0, Tb MetRS inh 0.1, DNMT1 inh 7, MsrA inhibitor -0.7 and SUMO1-SIM PPI -47.
O=C(Cc1sc(Nc2ccccc2)nc1-c1ccccc1)NCc1ccccc1 was read as LMPTP inh 2.4, eLon inh -5, CendR NRP1 mod -2, STEP inh -2, Scp1 inh 3, bovine MsrA act -8, Tb MetRS inh -1.1, DNMT1 inh -16, MsrA inhibitor 1.6 and SUMO1-SIM PPI -3.
Cc1sc2nc(CSCC(=O)Nc3cc(F)ccc3F)[nH]c(=O)c2c1C was read as LMPTP inh -6.7, eLon inh 0, CendR NRP1 mod -10, STEP inh -2, Scp1 inh -3, bovine MsrA act -8, Tb MetRS inh -0.6, DNMT1 inh 0, MsrA inhibitor -0.1 and SUMO1-SIM PPI 3.
For CC(C)Oc1ccc(CNS(=O)(=O)c2csc(C(N)=O)c2)cc1 the results were LMPTP inh -0.9, eLon inh 5, CendR NRP1 mod -8, STEP inh 3, Scp1 inh 2, bovine MsrA act -11, Tb MetRS inh -0.8, DNMT1 inh 1, MsrA inhibitor -0.9 and SUMO1-SIM PPI 9.
`CS(=O)(=O)N(CC(=O)Nc1ccccc1)Cc1ccc(Cl)cc1` gave LMPTP inh -1.0, eLon inh 0, CendR NRP1 mod -12, STEP inh -5, Scp1 inh -4, bovine MsrA act -1, Tb MetRS inh 0.7, DNMT1 inh -2, MsrA inhibitor -1.1 and SUMO1-SIM PPI 4.
`CCOC(=O)N1CCN(C(=O)Cc2ccsc2)CC1` gave LMPTP inh -1.5, eLon inh 3, CendR NRP1 mod 2, STEP inh 1, Scp1 inh -2, bovine MsrA act -2, Tb MetRS inh 0.0, DNMT1 inh 1, MsrA inhibitor 0.5 and SUMO1-SIM PPI 0.
`Cc1ccc(N2C(=O)c3ccc(C(=O)N4CCN(c5ccc(C)c(C)c5)CC4)cc3C2=O)cc1` gave LMPTP inh -1.3, eLon inh -3, CendR NRP1 mod -12, STEP inh -4, Scp1 inh -1, bovine MsrA act -2, Tb MetRS inh 0.4, DNMT1 inh 5, MsrA inhibitor -0.9 and SUMO1-SIM PPI 0.
